PGE2 EP2 inh: human EP2 receptor antagonists, primary screen, TR-FRET cAMP, C6 glioma cells. C6 glioma cells expressing human EP2; cells stimulated with saturating PGE2. inhibition, % at 25 µM. actives 0.52% (n = 260,000). AID 1422, 2008;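 active = percent inhibition above 40 after rounding to a whole number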;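 also: rat C6 glioma host cells with rolipram phosphodiesterase inhibitor present; the protocol text gives 20 µM as final concentration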
Target sequence (P43116 whole entry, looked up): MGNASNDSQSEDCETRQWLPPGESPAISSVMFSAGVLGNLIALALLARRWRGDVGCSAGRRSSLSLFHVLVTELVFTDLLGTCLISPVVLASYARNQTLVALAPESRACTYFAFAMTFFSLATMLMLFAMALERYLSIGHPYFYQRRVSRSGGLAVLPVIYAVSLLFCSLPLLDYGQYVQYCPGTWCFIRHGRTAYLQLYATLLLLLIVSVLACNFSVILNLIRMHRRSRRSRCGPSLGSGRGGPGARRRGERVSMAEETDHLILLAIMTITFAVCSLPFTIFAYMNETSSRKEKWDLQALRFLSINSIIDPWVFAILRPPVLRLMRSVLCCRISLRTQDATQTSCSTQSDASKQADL
EP2 mod: EP2 receptor modulators, cAMP readout, primary screen, cell-based, HTRF cAMP, PGE2 stimulation; EP2-expressing cells, cAMP HTRF FRET, PGE2 co-stimulation; actives 0.83% (n = 260,000); AID 940, 2007; induction, % at 25 µM;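 active = compounds whose cAMP rise, as percent of the full-agonist control response, exceeds 60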;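 also: rat C6 glioma line stably carrying human EP2 under a CMV promoter; the protocol text gives 20 µM as final concentration; 100% = response of wells given 1 µM PGE2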
eIF4E 4G PPI: eIF4E–eIF4G protein interaction inhibitors, primary screen, biochemical, uHTS, TR-FRET, eIF4GI fragment. Eukaryotic translation initiation factor 4E (Mus musculus) + Eukaryotic translation …. TR-FRET eIF4E-eIF4GI(517-606) binding, 2 h. inhibition, % at 21.7 µM. actives 0.37% (n = 220,000). AID 782, 2007;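 active = inhibition above about 30%, limit read from the data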;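 also: 0% = full FRET control wells and 100% = background wells lacking eIF4GI fragment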
Starred values were filed as active, the others as inactive; . = no result given; [ ] = another dose, or the depositor's remark. An excerpt; the hit share may differ from the screen's.

(1) COC(=O)C1=C(C)N(Cc2ccccc2)C(=O)N[C@H]1c1ccco1
(2) CC(=O)OC1CCC2C3CCC4=CC(=O)CCC4(C)C3CCC2(C)[C@]1(C)O (some centres undefined)
(3) O=C1C=C(c2cccnc2)CCC1
(4) Nc1c(Cl)cc(-c2csc(N3CCCC3c3nc4cc(Cl)c(N5CCCCC5)cc4n3CCOCCO)n2)cc1Cl (centres undefined)
(5) COCCN1C(=O)N[C@@H](c2cccs2)C(C(C)=O)=C1C
(6) CCOC(=O)CN1C(=O)N[C@@H](c2cccc(C(F)(F)F)c2)[C@@H](C(=O)OC)[C@H]1C
(7) CSc1sc(C(=O)NN)c2c1C(O)CCC2 (centres undefined)
(8) COc1ccc(CNC(=O)C2(CC3CC(c4ccccc4)=NO3)CCN(C(=O)c3cccc(O)c3)CC2)cc1 (centres undefined)

Compound | 1 | 2 | 3 | 4 | 5 | 6 | 7 | 8
PGE2 EP2 inh | 7 | 4 | 14 | 7 | 19 | 10 | 5 | 4
EP2 mod | . | . | . | . | . | . | . | .
eIF4E 4G PPI | . | . | . | . | . | . | . | .

(9) O=C(NCCc1nc(-c2ccccc2Cl)no1)c1ccccc1
(10) COc1ccccc1C1=CC(=O)CCC1
(11) CCOC(=O)C1=C(C)N(Cc2ccccc2)C(=O)NC1c1ccccc1OS(=O)(=O)c1ccccc1[N+](=O)[O-] (centres undefined)
(12) CN(C)CCNC(=O)c1c(CSc2ccc(Cl)cc2)noc1C(=O)NCc1ccccc1
(13) CC1(C)C2CC[C@]3(C)C(CC=C4[C@@H]5C[C@@](C)(CO)CC[C@]5(C(=O)O)CC[C@]43C)[C@@]2(C)CC[C@@H]1O (some centres undefined)
(14) Cc1c2oc3c(C)ccc(C(=O)N[C@@H]4C(=O)N[C@H](C(C)C)C(=O)N5CCC[C@H]5C(=O)N(C)CC(=O)N(C)[C@@H](C(C)C)C(=O)O[C@@H]4C)c3nc-2c(C(=O)N[C@@H]2C(=O)N[C@H](C(C)C)C(=O)N3CCC[C@H]3C(=O)N(C)CC(=O)N(C)[C@@H](C(C)C)C(=O)O[C@@H]2C)c(N)c1=O
(15) Cc1csc2ncc(C(=O)NCc3ccc4c(c3)OCO4)c(=O)n12
(16) COc1cccc2[nH]c3c(=O)n(CCN(C)C)cnc3c12

Compound | 9 | 10 | 11 | 12 | 13 | 14 | 15 | 16
PGE2 EP2 inh | 5 | 12 | 17 | 19 | 29 | 30 | 8 | 16
EP2 mod | . | . | . | . | . | . | . | .
eIF4E 4G PPI | . | . | . | . | . | . | . | .

(17) CC(Oc1ccccc1)C(=O)N1CCC2(CC1)Oc1ccc(F)cc1C(=O)C21CC(c2ccccc2)=NO1 (centres undefined)
(18) CC(C)C(=O)NCCc1nc(-c2ccccc2Cl)no1
(19) CCCNC(=O)C1(CC2CC(c3ccccc3)=NO2)CCN(C(=O)Cc2ccc(F)cc2)CC1 (centres undefined)
(20) O=c1c2ccccc2sc2ccc(C#CC3(O)CCCCC3)cc12
(21) O=c1c2ccccc2oc2cc(-c3ccc4[nH]ccc4c3)ccc12
(22) C#C[C@]1(O)CCC2C3CCC4=Cc5oncc5CC4(C)C3CCC21C (some centres undefined)
(23) Cn1c(N)c(C(=O)CNC2CCCCC2)c(=O)n(C)c1=O
(24) OCC[C@H]1C[C@@H](O)[C@H](O)[C@]2(CCCO2)O1

Compound | 17 | 18 | 19 | 20 | 21 | 22 | 23 | 24
PGE2 EP2 inh | 8 | 4 | 18 | 11 | 6 | 25 | 12 | 5
EP2 mod | . | . | . | . | . | . | . | .
eIF4E 4G PPI | . | . | . | . | . | . | . | .

(25) Cn1c(N)c(C(=O)COC(=O)c2cc(-c3ccccc3)nc3ccccc23)c(=O)n(C)c1=O
(26) COC(C/C=C\[C@H](O)[C@@H](C)OCc1ccccc1)OC
(27) CCCCCCCCN1[C@@H](CC(=O)O)c2cc(F)ccc2S1(=O)=O
(28) CCc1sc(C(=O)Nc2ccsc2C(=O)OC)cc1Br
(29) CCOC(=O)C1Nc2ccc(C(F)(F)F)cc2C2c3ccccc3CC12 (centres undefined)
(30) O=C1N[C@@H](Cc2ccccc2)C(=O)N2[C@H]3Nc4ccccc4[C@@]3([C@]34C[C@H]5C(=O)N[C@@H](Cc6ccccc6)C(=O)N5[C@H]3Nc3ccccc34)C[C@@H]12
(31) CC1(C)S[C@@H]2C(C(=O)OCc3ccccc3)NC(=O)N2C1C(=O)OCc1ccccc1 (some centres undefined)
(32) COc1ccc(-c2csc(NCCc3nc4cc(Cl)c(Cl)cc4n3CCCO)n2)cc1

Compound | 25 | 26 | 27 | 28 | 29 | 30 | 31 | 32
PGE2 EP2 inh | 22 | 9 | 16 | 8 | 1 | 4 | -2 | 20
EP2 mod | . | . | . | . | . | . | . | .
eIF4E 4G PPI | . | . | . | . | . | . | . | .

(33) Cc1ccc(Cn2c(C3CCCN3c3nc(-c4ccc(F)cc4)cs3)nc3cc(Cl)c(Cl)cc32)cc1 (centres undefined)
(34) COC(=O)[C@@H]1[C@@H](C)N(Cc2ccccc2)C(=O)N[C@H]1c1ccccc1
(35) COC(=O)C1=C(C)N(CCCC(=O)O)C(=O)NC1c1ccccc1OS(=O)(=O)c1ccc([N+](=O)[O-])cc1 (centres undefined)
(36) O=S1(=O)CCOC[C@H](Cc2ccccc2)N1Cc1ccccc1
(37) COc1ccccc1CNC(=O)C1CC2Cn3c(nc4cc(Cl)c(Cl)cc43)C2N1C (centres undefined)
(38) O=C1C[C@@H](c2ccccc2)Oc2cc(O)cc(O)c21
(39) Cn1nc(CC(=O)Nc2cccnc2N2CCOCC2)c2ccccc2c1=O
(40) Cc1[nH]cnc1CN1CCc2c(c3ccccc3n2C)C1=O

Compound | 33 | 34 | 35 | 36 | 37 | 38 | 39 | 40
PGE2 EP2 inh | 9 | 7 | -4 | 8 | 17 | 22 | 14 | 14
EP2 mod | . | . | . | . | . | . | . | .
eIF4E 4G PPI | . | . | . | . | . | . | . | .

(41) CC1(OC(=O)C2CCCC2)C(=O)C=C2C=C(c3ccc(C#N)cc3)OC=C2C1=O (centres undefined)
(42) COc1cccc(N2[C@@H](CC(=O)O)c3cc(C(F)(F)F)ccc3S2(=O)=O)c1
(43) COC/C=C/C1=CC2=CC(=O)C(C)(O)C(=O)C2=CO1 (centres undefined)
(44) Oc1cc(O)cc(-c2cc3ccc(O)cc3o2)c1
(45) Clc1nc2ccccc2cc1-c1nnn(-c2ccccc2Br)n1
(46) COc1ccccc1CN1[C@@H](CC(=O)O)c2ccccc2S1(=O)=O
(47) CCN(CC)CCCN1C(=O)C(=O)/C(=C(/O)c2ccc(Cl)cc2)C1c1ccccn1 (centres undefined)
(48) COc1ccc(CCNC(=O)CSc2nc(C)nc3c2c(=O)n(C)c(=O)n3C)cc1OC

Compound | 41 | 42 | 43 | 44 | 45 | 46 | 47 | 48
PGE2 EP2 inh | 13 | 10 | 17 | 19 | 5 | 19 | 14 | 6
EP2 mod | . | . | . | . | . | . | . | .
eIF4E 4G PPI | . | . | . | . | . | . | . | .

(49) O=c1[nH]c(=S)ccn1C1OC(CO)C(O)C1O (centres undefined)
(50) CCc1c(C2(O)CCCCC2)[nH]c2ccc(C(=O)OC)cc12
(51) O=C(O)C[C@H]1c2ccccc2S(=O)(=O)N1c1ccccc1
(52) CCCCNC(=O)c1c(CSc2ccc(Cl)cc2)noc1C(=O)NCc1ccccc1
(53) CC(=O)n1cc([C@@H]2C=C(C(=O)N3CCN(C)CC3)O[C@H](OCc3ccc(CO)cc3)C2)c2ccccc21
(54) COC(=O)[C@@H]1C[C@H]1[C@@H](NC(=O)c1cc(C)on1)c1ccccc1
(55) CC(=O)c1ccc(O)c(CC=C(C)C)c1O
(56) O=C(O)C[C@@H]1C(=O)O[C@@H]2C(COC(=O)c3cc(O)c(O)c(O)c3)O[C@@H](OC(=O)c3cc(O)c(O)c(O)c3)[C@@H](OC(=O)c3cc(O)c(O)c4c3[C@H]1[C@H](O)C(=O)O4)[C@H]2OC(=O)c1cc(O)c(O)c(O)c1 (some centres undefined)

Compound | 49 | 50 | 51 | 52 | 53 | 54 | 55 | 56
PGE2 EP2 inh | 19 | 6 | 18 | -7 | 12 | 19 | 14 | .
EP2 mod | . | . | . | . | . | . | . | 22
eIF4E 4G PPI | . | . | . | . | . | . | . | 38*

(57) O=C1C=C(O)c2c(O)cccc2C1=O
(58) Cc1ccc(S(=O)(=O)N2CCCCC2)cc1C(=O)Nc1ncn[nH]1
(59) Cc1ccc2c(c1)C1(C(=O)N2)N2CCCC2C(C(=O)c2ccc3ccccc3c2)C12C(=O)Nc1ccccc12 (centres undefined)
(60) COC(=O)c1cc(=O)c2ccc(OC)cc2o1
(61) CC[C@H]1OC(=O)C[C@@H](O)[C@H](C)[C@@H](O[C@@H]2O[C@H](C)C[C@H](N(C)C)[C@H]2O)[C@@H](CC=O)C[C@@H](C)C(=O)C=C[C@]2(C)O[C@H]2[C@@H]1C
(62) CCOC(=O)N1CCN(C(=O)c2cc(C)no2)CC1
(63) COc1ccc(C)cc1Nc1n[n+](C)c(-c2ccc(C(=O)O)cc2)s1
(64) CC(C)C(=O)Nc1nc(-c2ccc(Br)cc2)cs1

Compound | 57 | 58 | 59 | 60 | 61 | 62 | 63 | 64
PGE2 EP2 inh | . | . | . | . | . | . | . | 8
EP2 mod | 22 | 28 | 10 | 28 | 8 | 21 | 22 | -92
eIF4E 4G PPI | -19 | 1 | 6 | 3 | -11 | 4[fluorescence artefact?] | -1 | .

(65) COc1ccc(C(=O)Nc2ccc(N3CCN(C)CC3)cc2)cc1OC
(66) Cc1ccc(OCc2nnc(SC(C)C(=O)O)n2C)cc1 (centres undefined)
(67) O=C(CN1CCC(c2ccc(F)cc2)CC1)NC1CC1
(68) COc1ccc(S(=O)(=O)N2CCC(c3nc4ccc(C)cc4[nH]3)CC2)cc1
(69) Nc1cnc2cccc3c2c1-c1ccccc1C3=O
(70) Oc1ccc2ccccc2c1/C=C/c1ccc2c(Br)cc(Br)c(O)c2n1
(71) COc1ccccc1N1CCN(CC(O)c2ccc3c(c2)CCCN3C(C)=O)CC1 (centres undefined)
(72) O=C(Nc1cccc(O)c1)c1cccc(S(=O)(=O)N2CCCCCC2)c1

Compound | 65 | 66 | 67 | 68 | 69 | 70 | 71 | 72
PGE2 EP2 inh | 14 | 10 | 8 | 17 | 12 | 42* | 9 | 7
EP2 mod | -60 | -18 | -21 | -67 | 15 | 4 | -4 | -58
eIF4E 4G PPI | . | . | . | . | . | . | . | .

(73) COCCn1c(COc2ccc(Cl)cc2)n[nH]c1=S
(74) Cc1onc(-c2ccccc2)c1C(=O)N(CC#N)CC#N
(75) COc1cccc(OCC2CCCN(S(=O)(=O)c3cccnc3)C2)c1 (centres undefined)
(76) CCCn1c(SCC(=O)Nc2c(C)cc(C)cc2C)nnc1-c1ccco1
(77) CCOc1ccc(C2C(C(=O)Nc3ccccc3OC)=C(C)Nc3ncnn32)cc1 (centres undefined)
(78) CCOC(=O)C1CCN(S(=O)(=O)c2ccc(C)c(Cl)c2)CC1
(79) O=C(CSc1nc2c(c(C(F)(F)F)n1)CCc1ccccc1-2)Nc1c(Cl)cccc1Cl
(80) Cn1c(-c2ccc(Br)cc2)cnc1N

Compound | 73 | 74 | 75 | 76 | 77 | 78 | 79 | 80
PGE2 EP2 inh | 8 | 9 | 10 | 5 | 4 | 9 | 7 | 10
EP2 mod | -13 | -13 | -34 | -15 | 4 | -24 | -69 | -113
eIF4E 4G PPI | . | . | . | . | . | . | . | .

In the list so far, these have bromine.
(28) CCc1sc(C(=O)Nc2ccsc2C(=O)OC)cc1Br
(45) Clc1nc2ccccc2cc1-c1nnn(-c2ccccc2Br)n1
(64) CC(C)C(=O)Nc1nc(-c2ccc(Br)cc2)cs1
(70) Oc1ccc2ccccc2c1/C=C/c1ccc2c(Br)cc(Br)c(O)c2n1
(80) Cn1c(-c2ccc(Br)cc2)cnc1N

Compound | 28 | 45 | 64 | 70 | 80
PGE2 EP2 inh | 8 | 5 | 8 | 42* | 10
EP2 mod | . | . | -92 | 4 | -113
eIF4E 4G PPI | . | . | . | . | .

(more compounds)
(81) C[C@@H]1C(=O)NC2=Nc3cccc(Cl)c3CN21
(82) COc1ccc2[nH]c(CN3CCC4(CC3)NC(=O)c3ccccc3O4)c(C)c2c1
(83) CCC1=NN(C(=O)c2ccccc2Cl)C(O)(c2ccncc2)C1 (centres undefined)
(84) C=Cn1ncc(CN(Cc2ccccc2)CC2CCCO2)c1C (centres undefined)
(85) CC(C)C(OC(=O)c1cc2sccc2n1C)C(=O)NCc1ccc(F)cc1 (centres undefined)
(86) COc1ccc(-n2nc3ccc(NC(=S)NC(=O)c4ccc(OC)c(OC)c4)cc3n2)cc1
(87) CCOc1ccc2[nH]c(=O)c(CN(CCCO)C(=S)NCCCOC)cc2c1

Compound | 81 | 82 | 83 | 84 | 85 | 86 | 87
PGE2 EP2 inh | 6 | 13 | 11 | 3 | 9 | 11 | 7
EP2 mod | 23 | -103 | -12 | 7 | 14 | -45 | -70
eIF4E 4G PPI | . | . | . | . | . | . | .

Screening results deposited in PubChem by Emory University Molecular Libraries Screening Center.
